Screening data deposited in PubChem BioAssay by Broad Institute.
Rtt109 HAT inh: blocks Candida albicans Rtt109/Vps75 acetyltransferase activity; 0.16% of 330,000 active; Q5AAJ8; purified Rtt109/Vps75, ThioGlo CoA-SH fluorescence, 4 h; AID 540336; inhibition, % at 34.9 µM;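 active means inhibition of at least 50% in every replicate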
Target sequence (Q5AAJ8 whole entry, looked up): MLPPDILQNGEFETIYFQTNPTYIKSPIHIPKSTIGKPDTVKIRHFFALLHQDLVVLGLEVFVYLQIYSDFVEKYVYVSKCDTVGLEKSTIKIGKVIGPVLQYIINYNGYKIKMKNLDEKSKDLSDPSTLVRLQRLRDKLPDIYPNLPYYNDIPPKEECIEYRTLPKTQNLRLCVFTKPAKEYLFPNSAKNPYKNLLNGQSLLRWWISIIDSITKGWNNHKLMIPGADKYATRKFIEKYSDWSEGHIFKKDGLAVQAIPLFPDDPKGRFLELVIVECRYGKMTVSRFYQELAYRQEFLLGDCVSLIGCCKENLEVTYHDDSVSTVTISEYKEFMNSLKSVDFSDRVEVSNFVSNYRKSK
CAL PDZ FP-1: inhibitors of human CAL PDZ peptide binding; AID 504414; purified CAL PDZ, TMR-peptide fluorescence polarization, 1 h; 0.02% of 330,000 active; inhibition, % at 20 µM;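 active means highest replicate inhibition of at least 40%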;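 further: plate controls were DMSO neutral control wells for no effect and unlabeled competitor peptide control wells for full effect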
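material = purified tagged CAL PDZ domain construct (CerCALP) | buffer or medium = sodium phosphate/NaCl buffer pH 7.4 with TCEP, IgG, Thesit | reagent = TMR-labelled reporter peptide T*-PRC34 bound in PDZ groove | incubation = 1 h room-temperature incubation prior to read | measured by = fluorescence polarization (mP) | evaluation = percent inhibition from loss of millipolarization | control set = unlabelled peptide and DMSO controls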
dFosB activator: activators of mouse delta FosB homodimer | activation, % at 25 µM | purified delta FosB, TAMRA-CDK5 oligo fluorescence polarization; percent of positive-control signal above neutral wells | P13346 | 0.99% of 340,000 active;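 active means mean activation above about 17%, with every replicate also reaching it, limit read from the data, passing the limit was not always enough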;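 further: fluorescence polarization rise as delta FosB binds a TAMRA Cdk5 AP-1 oligo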
Target sequence (P13346 whole entry, looked up): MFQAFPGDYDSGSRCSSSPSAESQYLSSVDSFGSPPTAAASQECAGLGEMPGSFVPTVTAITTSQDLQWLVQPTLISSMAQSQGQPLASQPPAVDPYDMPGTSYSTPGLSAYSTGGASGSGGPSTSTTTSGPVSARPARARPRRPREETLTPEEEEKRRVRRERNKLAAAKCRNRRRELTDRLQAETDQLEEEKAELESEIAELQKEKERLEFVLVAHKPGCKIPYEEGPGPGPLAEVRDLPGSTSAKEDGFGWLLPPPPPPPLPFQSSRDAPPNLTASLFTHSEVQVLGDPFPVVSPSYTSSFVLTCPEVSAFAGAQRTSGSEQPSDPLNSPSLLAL
MITF act: activators of MITF-driven TRPM1 promoter activity in SK-MEL-5 cells. activation, % at 12.5 µM. SK-MEL-5 TRPM1-promoter luciferase, 24 h; % of positive control, neutral wells = 0. 0.75% of 300,000 active. AID 588334;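 active means mean activation of at least 80% with every replicate also reaching 80%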;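 further: 0% = neutral control wells and 100% = parthenolide positive control wells; values of inactives mirror those of a sister screen read the other way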
PfHsp90 set2: reduces growth (ATP signal) of yeast expressing P. falciparum Hsp90; S. cerevisiae expressing PfHsp90, BacTiter-Glo ATP, 48 h; yeast lacking PDR1 and PDR3 efflux regulators; inhibition, % at 9.4 µM; 0.32% of 310,000 active;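 active means every replicate shows inhibition above about 80%, whatever the replicate mean, limit read from the data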;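 further: 0% = DMSO neutral controls and 100% = 20 µM radicicol positive controls; yeast relying on Plasmodium falciparum Hsp90 in place of its own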
PvdQ inh: P. aeruginosa PvdQ acylase inhibition. purified PvdQ acylase, fluorescence plate reader. inhibition, % at 10 µM. 0.063% of 340,000 active; in the data active means inhibition above about 30%, passing the limit was not always enough;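 further: 0% = vehicle neutral wells and 100% = reference inhibitor wells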
NSD2 HMT inh: inhibitors of human histone methyltransferase NSD2. NSD2 peptide methylation, AlphaScreen, 120 min. inhibition, % at 12.5 µM. 0.54% of 310,000 active. AID 743445; in the data active means inhibition above about 50%
SR-BI DiI-HDL act: enhances SR-BI lipid uptake from DiI-HDL; AID 504775; activation, % at 12.5 µM; CHO ldlA[mSR-BI] cells, DiI-HDL uptake fluorescence, 3 h; 100 = double the neutral-control signal; 0.096% of 320,000 active;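 active means mean replicate activation of at least 60% and every replicate at or above 60%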;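 further: 0% = median plate neutral-control signal and 100% = twice that signal; values of inactives mirror those of a sister screen read the other way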
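Assay system: CHO ldlA[mSR-BI] cells, LDL receptor-null, SR-BI overexpressing; medium: Ham's F12 with 0.5% BSA, HEPES 25 mM, pH 7.4; also added: DiI-HDL 10 µg/mL; timing: 3 h uptake period with compound, 37 °C; signal: DiI fluorescence, bottom read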
CAL PDZ FP-2: blocks peptide binding to the human CAL PDZ domain; purified CAL PDZ, TMR-peptide fluorescence polarization, 1 h; inhibition, % at 24.9 µM; Q9HD26; 0.92% of 300,000 active; AID 602252;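 active means mean inhibition of at least 30% with at least half of replicates also reaching 30%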;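 further: 0% = DMSO neutral control and 100% = excess unlabeled competitor peptide PRC23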
SR-BI DiI inh: blocks mouse SR-BI lipid uptake from DiI-HDL; inhibition, % at 12.5 µM; AID 488896; 0.96% of 320,000 active; ldlA[mSR-BI] CHO cells, DiI-HDL uptake fluorescence, 3 h;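 active means mean replicate inhibition of at least 70% and a set share of replicates each scoring 70 or more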;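 further: 0% = median of neutral control wells and 100% = median of positive control wells; values of inactives mirror those of a sister screen read the other way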
Numbers without * were called inactive; . = not tested or not shown. Compounds as they come, and some 4.3% of all compounds hit somewhere here.

nr	molecule	Rtt109 HAT inh	CAL PDZ FP-1	dFosB activator	MITF act	PfHsp90 set2	PvdQ inh	NSD2 HMT inh	SR-BI DiI-HDL act	CAL PDZ FP-2	SR-BI DiI inh
1	CCCC(CCC(=O)Nc1cccc([N+](=O)[O-])c1)C(=O)O (stereo unspecified)	-3.0	-1.6	-7.7	6.4	-12.5	-16.8	83.4*	6.3	0.7	-6.3
2	COC(=O)COc1cccc(NC(=O)c2cc(OC)cc(OC)c2)c1	5.4	-17.3	-6.0	20.6	22.0	-14.2	27.4	-31.6	-1.4	31.6
3	Nc1ccc(-n2nncc2-c2ccccc2)cc1	-37.6	-0.7	3.6	-3.0	-6.3	-15.7	3.6	-6.8	-0.4	6.8
4	COc1cccc(CNC(=O)COC(=O)C2CCN(c3ccc(C(F)(F)F)cn3)CC2)c1	-5.9	-0.4	-15.8	-5.3	-8.6	-10.8	-2.0	18.8	-0.9	-18.8
5	COc1ccc(-n2c(N)c(C#N)c3ccc([N+](=O)[O-])cc3c2=O)cc1	-7.0	0.6	-4.0	30.2	-2.8	-6.2	-1.6	19.6	-2.0	-19.6
6	CC(C)/C(=N/Nc1ccccc1[N+](=O)[O-])c1ccccc1	-3.3	0.8	-1.3	-0.4	3.1	1.7	21.3	-24.0	.	24.0
7	O=C(N/N=C/c1ccccn1)c1cccc([N+](=O)[O-])c1	1.2	-0.6	8.7	-5.9	6.2	10.3	-9.2	7.9	-4.4	-7.9
8	Cc1cc(NS(=O)(=O)c2ccc(NC(=O)/C=C/c3ccc(C)o3)cc2)nc(C)n1	2.4	-0.6	-7.3	-6.9	0.4	-3.4	19.3	0.2	.	-0.2
9	CC(C)(C)OC(=O)CNC(=O)c1nc[nH]c1C(=O)NCC(=O)OC(C)(C)C	1.6	0.2	0.5	0.5	12.2	-13.1	.	7.3	-1.3	-7.3
10	CNC(=O)C1CCCN1S(=O)(=O)c1ccc(OC)cc1 (stereo unspecified)	-0.5	-1.1	-2.0	3.9	3.1	5.3	-0.7	.	3.0	.
11	COc1cc(C(=O)Nc2ccc(N3CCCS3(=O)=O)cc2)c([N+](=O)[O-])cc1OC	6.1	-0.6	-7.9	-2.0	.	9.7	.	-81.2	-0.1	81.2*
12	CC(C)C[C@@H](CSc1ccccc1)N1CCN(CC(C)C)CCC1=O	-11.7	-0.2	-1.6	103.5*	5.4	-2.7	.	17.8	3.6	-17.8
13	Cc1ccc(S(=O)(=O)c2n[nH]n3c2nc(=O)c2ccccc23)cc1	-8.2	-2.8	-1.2	0.6	16.2	-5.0	-5.4	12.8	-16.0	-12.8
14	O=c1[nH]c(CN2CCN(c3ccccc3O)CC2)nc2scc(-c3ccccc3Cl)c12	11.5	-2.2	-11.1	-10.3	14.5	2.4	5.2	.	0.4	.
15	COc1cccc(SCc2noc(C(=O)NCCN(C)C)c2C(=O)NCCN(C)C)c1	16.1	0.3	3.5	0.9	12.6	-2.1	.	20.6	3.0	-20.6
16	COc1cc(OC)c(NC(=O)Nc2ccc(OC)c(OC)c2)cc1Cl	15.3	0.9	-4.0	2.0	-21.4	8.9	0.3	4.6	-1.9	-4.6
17	COc1ccc(Cl)cc1N1C(=NC(=O)C2CCCO2)SC2CS(=O)(=O)CC21 (stereo unspecified)	-8.5	-1.3	-1.7	4.2	-12.4	-12.5	-3.5	6.6	4.9	-6.6
18	NC(=O)c1c(N)sc(=S)n1-c1ccccc1	7.1	-2.0	-1.7	3.1	9.6	15.7	0.1	0.0	-18.3	0.0
19	CC(NC(=O)CN1C(=O)NC2(CCCCCCC2)C1=O)c1ccccc1 (stereo unspecified)	-7.2	-0.5	-0.5	-5.1	7.3	0.9	0.6	27.8	-1.6	-27.8
20	CCOc1ccc(NC(=O)c2ccccc2-c2ccccc2C(=O)O)cc1	1.1	0.9	0.1	84.5*	-21.2	-7.6	-1.5	7.1	-2.4	-7.1

Retrieved by structure from above (3):
nr	molecule	Rtt109 HAT inh	CAL PDZ FP-1	dFosB activator	MITF act	PfHsp90 set2	PvdQ inh	NSD2 HMT inh	SR-BI DiI-HDL act	CAL PDZ FP-2	SR-BI DiI inh
18	NC(=O)c1c(N)sc(=S)n1-c1ccccc1	7.1	-2.0	-1.7	3.1	9.6	15.7	0.1	0.0	-18.3	0.0
20	CCOc1ccc(NC(=O)c2ccccc2-c2ccccc2C(=O)O)cc1	1.1	0.9	0.1	84.5*	-21.2	-7.6	-1.5	7.1	-2.4	-7.1
13	Cc1ccc(S(=O)(=O)c2n[nH]n3c2nc(=O)c2ccccc23)cc1	-8.2	-2.8	-1.2	0.6	16.2	-5.0	-5.4	12.8	-16.0	-12.8

Continuation:
nr	molecule	Rtt109 HAT inh	CAL PDZ FP-1	dFosB activator	MITF act	PfHsp90 set2	PvdQ inh	NSD2 HMT inh	SR-BI DiI-HDL act	CAL PDZ FP-2	SR-BI DiI inh
21	CC(NC(=O)CCN1C(=O)c2ccccc2C1=O)c1ccccc1 (stereo unspecified)	-4.1	-1.4	-1.2	-1.0	-15.9	-6.0	-0.6	-14.6	.	14.6
22	CCC(=O)c1ccc(OC(=O)c2ccc(Br)o2)cc1	4.4	-1.6	2.3	-2.3	.	-1.5	.	24.3	-0.2	-24.3
23	c1ccc(-c2cn(-c3ccccc3)c3[n+]2CCS3)cc1	-2.1	-1.2	-4.9	-22.0	-11.9	-6.1	-0.5	24.0	.	-24.0
24	Cc1ccc(NC(=O)COC(=O)CCC(=O)c2cccs2)cc1C	5.5	-0.8	-11.1	-5.9	-22.3	-14.8	-0.1	-2.4	-1.6	2.4
25	Cc1cccc(-n2nc(C)c3c2NC2=C(C(=O)CCC2)C3c2ccccn2)c1 (stereo unspecified)	0.6	.	-14.9	-6.5	-2.0	-5.3	0.7	9.0	79.2*	-9.0
26	Cc1ccc(C(=O)CCC(=O)Nc2cccnc2)cc1C	.	-3.8	-4.5	.	21.5	-8.4	.	-0.6	-1.4	0.6
27	COC(=O)c1cccc(NS(C)(=O)=O)c1C	7.0	-0.5	-3.9	.	9.3	-18.8	-3.9	30.8	-0.3	-30.8
28	NC(=O)c1ccccc1N/C=C1\CCCCC1=O	-6.7	-3.8	-2.7	-3.8	0.0	-5.2	1.6	27.8	-4.3	-27.8
29	COc1ccc(C(=O)C2C(c3ccc(-c4ccccc4[N+](=O)[O-])o3)NC(=O)NC2(O)C(F)(F)F)cc1 (stereo unspecified)	24.2	-0.1	-0.3	24.0	10.8	9.2	5.6	-5.7	-0.8	5.7
30	C#CCNc1c2c(nc3ncnn13)CC(C)CC2 (stereo unspecified)	-25.4	-3.5	-0.9	9.5	10.2	-4.6	-4.3	11.4	-9.7	-11.4
31	CCN1CCCc2cc(CN(CCN3CCOCC3)C(=S)Nc3cccc(OC)c3)ccc21	-1.6	-0.3	-9.0	2.2	27.6	4.4	9.2	.	9.3	.
32	CC1=C/C(=C\C=C(C#N)C#N)N(C)c2ccccc21	-10.3	1.5	-1.2	.	14.6	-3.6	3.0	-47.1	.	47.2
33	CCC1SC2=NC(C)=C(C(=O)OC)C(c3cccs3)N2C1=O (stereo unspecified)	.	0.0	-16.2	1.9	-3.5	-5.8	.	-1.1	7.3	1.1
34	CC(C)Cn1nc(C(=O)N2CCc3ccccc32)c2ccccc2c1=O	17.9	-0.4	-10.7	-10.8	0.5	6.3	-4.3	-19.2	-2.0	19.2
35	COc1ccccc1-c1ocnc1C(=O)N1CCN(C(=O)C(c2ccccc2)c2ccccc2)CC1	1.4	-2.9	-9.1	-18.9	0.5	-2.8	-0.5	-11.5	-3.5	11.5
36	CC(=O)c1c(C)c2c(n1CCN(C)C)CCCC2	-2.3	2.6	-0.6	7.9	.	-14.1	6.9	24.1	-1.3	-24.1
37	CC(C(=O)NCc1ccc2c(c1)OCO2)N(c1ccccc1)S(C)(=O)=O (stereo unspecified)	-1.7	.	0.0	.	.	-14.5	0.2	-11.6	11.2	11.6
38	O=C1CCCC2=C1C1(CCCCC1)N=C(Nc1nc3ccccc3o1)N2	-4.1	-0.9	-5.3	.	.	-1.0	4.1	-2.7	.	2.7
39	O=C(NNC(=O)c1ccc2c(c1)OCO2)NC12CC3CC(CC(C3)C1)C2	2.8	0.5	-2.1	-5.3	-21.1	-14.7	-1.7	19.9	1.4	-19.9
40	Cc1ccc(C(=O)COC(=O)CNC(=O)Cc2ccccc2)cc1[N+](=O)[O-]	-3.5	-1.1	1.9	-9.6	2.9	-17.4	-3.0	29.7	-2.6	-29.7
41	CCC(=O)Nc1cccc(NC(=O)CSc2nnc(C(C)C)n2CC)c1	-0.7	0.6	3.8	7.7	-3.9	-11.9	-7.7	-0.9	-3.2	0.9
42	Cc1cc(NC(=O)COC(=O)COc2ccc3c4c(c(=O)oc3c2)CCC4)no1	-3.5	0.1	-14.7	7.8	15.7	-6.0	-3.1	4.9	-8.0	-4.9
43	O=C(O)CN1C(=O)/C(=C/c2ccccc2Cl)Oc2ccccc21	7.7	-1.6	-1.7	-6.4	-19.7	-1.5	0.9	2.6	-5.6	-2.6
44	COCCCn1c(SCCc2ccccc2)nc2cc(OC)c(OC)cc2c1=N	8.8	-1.0	-6.8	9.6	2.4	-0.9	-0.2	-32.2	.	32.2
45	O=c1nc(-c2ccccc2)n(-c2ccc(Cl)cc2)[nH]1	2.5	-0.3	-4.5	0.2	22.3	-10.9	-0.6	3.5	-2.8	-3.5
46	CCOC(=O)c1ccc(NC(=O)NCc2ccc(OC)cc2)cc1	-5.2	-3.4	-4.0	3.4	-2.3	0.8	-2.4	7.1	-0.4	-7.1
47	COC(=O)c1cc(C(=O)Nn2cnnc2)cc([N+](=O)[O-])c1	5.2	-0.9	-4.1	-4.1	-7.1	-12.6	-8.0	4.3	-2.5	-4.3
48	COc1cccc(N(CC(=O)NC(C)c2ccccc2)S(C)(=O)=O)c1 (stereo unspecified)	4.3	-1.2	1.2	.	-13.6	-9.4	-1.8	10.9	-1.5	-10.9
49	CC1CCCCN1C(=O)CSc1nc2c(c(=O)n(C)c(=O)n2C)n1C (stereo unspecified)	0.0	-2.5	-1.8	2.4	8.0	-9.6	-1.4	11.2	-4.7	-11.2
50	O=C(CSc1nnc(SCc2cccc3ccccc23)s1)c1ccc2c(c1)OCO2	-11.5	-1.9	0.9	23.4	11.6	-7.2	-1.2	34.7	.	-34.7
51	COc1cc(C(=O)OC2CCOC2=O)cc(Cl)c1OC (stereo unspecified)	-0.9	-0.6	-7.2	21.4	-14.7	2.6	1.1	21.0	5.0	-21.0
52	O=C(CSc1ccccn1)N/N=C/c1ccccc1[N+](=O)[O-]	-14.5	-2.3	0.1	21.3	-1.4	-9.0	-1.3	-2.1	3.2	2.1
53	C#CCOCCOCCOCCNc1nc(N2CCN(C(=O)CCCCCCCCCCNC(=O)Cn3cc(C[C@@H](C)O)nn3)CC2)nc(N2CCN(C(=O)CCCCCCCCCCNC(=O)[C@@H]([C@H](C)CC)n3cc(CCCCCN)nn3)CC2)n1	-0.6	-3.0	-340.1	-97.0	5.0	-7.4	.	-18.3	-6.9	18.3
